APEX1 inh: qHTS Assay for Inhibitors of the Human Apurinic/apyrimidinic Endonuclease 1 (APE1). recombinant APE1, TAMRA/BHQ-2 abasic DNA cleavage fluorescence. Potency, µM (top dose mostly 65.8 µM), for the others: at the top dose activity change, negative = inhibition, most hits filed as inhibitors. actives 0.35% (n = 350,000). AID 2517, 2012;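 note: plate controls were vehicle for no effect and reference inhibitor for full effect; nearly all actives have a fitted effect of over 55% in size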
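Endonuclease cleavage of a quenched abasic-site DNA duplex (50 nM) by APE1 (0.75 nM) was tracked by TAMRA dequenching. Compounds were preincubated with enzyme 15 min at room temperature; data normalized to buffer-only and DMSO wells plus NSC13755 control.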
BAZ2B block: qHTS Assay for Inhibitors of BAZ2B | Bromodomain adjacent to zinc finger domain protein 2B (Homo sapiens), Q9UIF8 | AlphaScreen BAZ2B-H3K14Ac peptide displacement | Potency, µM (highest dose often 114 µM), without a hit: at the highest dose activity change, negative = inhibition, usual class: inhibitors | actives 4.4% (n = 360,000); note: % is set by controls: 0 for no effect and ±100 for the full control effect; nearly all actives have a fitted effect of over 60% in size
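Compounds, titrated to a top concentration of 110 uM, were incubated 30 min at room temperature with preformed BAZ2B/acetyl-K14 H3 peptide complex (50 nM each). Proximity signal was measured by AlphaScreen after 20 min with beads.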
BLM inh: qHTS Assay for Inhibitors of Bloom's syndrome helicase (BLM). RecQ-like DNA helicase BLM (Homo sapiens), P54132. recombinant BLM DNA unwinding, fluorescence dequenching. Potency, µM (titrated, usually from 56.1 µM), for inactives: top-dose activity change, negative = inhibition, hits mostly inhibitors. actives 0.2% (n = 350,000). AID 2528, 2010;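 note: plate controls were vehicle for no effect and no enzyme for full effect; nearly all actives have a fitted effect of over 35% in size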
Pol eta inh: qHTS for Inhibitors of Polymerase Eta. AID 588591, 2011. recombinant Pol eta, fluorescent DNA replication assay. DNA polymerase eta (Homo sapiens), Q9Y253. Potency, µM (series often up to 114 µM), for the others: top-dose activity change, negative = inhibition, usual class: inhibitors. actives 1.2% (n = 390,000); note: % is set by controls: 0 for no effect and ±100 for the full control effect
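Fluorescent replication assay: 50 nM final substrate added after a 15 min room-temperature compound preincubation with 10 nM enzyme. Signal taken at 0 min and again at 10 min.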
POLI inh: qHTS for Inhibitors of Polymerase Iota. DNA polymerase iota (Homo sapiens), Q9UNA4. Pol iota fluorescent replication assay, 10 min. Potency, µM (top dose mostly 115 µM), for inactives: at the top dose activity, negative = inhibition, hits mostly inhibitors. actives 1% (n = 390,000). AID 588590, 2011
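Pol iota at 10 nM preincubated 15 min with compounds at room temperature; reaction started with fluorescent substrate, 50 nM final. Fluorescence read kinetically at 0 and 10 min; buffer-only wells as negative control.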
G9a block: qHTS Assay for Inhibitors of Histone Lysine Methyltransferase G9a; G9a H3K9 monomethylation, AlphaScreen, 2 h; Potency, µM (series often up to 102 µM), inactives show at the top dose activity, negative = inhibition, usual class: inhibitors; actives 8.8% (n = 350,000); AID 504332, 2011; note: % is set by controls: 0 for no effect and ±100 for the full control effect; nearly all actives have a fitted effect of over 75% in size
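Using a bead-based AlphaScreen, monomethylated H3K9 product from 2 h room-temperature reactions (G9a 20 nM, peptide 500 nM, SAM 20 uM) was detected with 0.5 ug/mL rabbit anti-H3K9me1 antibody.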
POLK inh: qHTS for Inhibitors of Polymerase Kappa; actives 0.53% (n = 400,000); DNA polymerase kappa (Homo sapiens), Q9UBT6; Potency, µM (doses to about 107 µM), without a hit: top-dose activity, negative = inhibition, usual class: inhibitors; purified Pol kappa, fluorescent DNA synthesis assay, 10 min; note: % is set by controls: 0 for no effect and ±100 for the full control effect
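Enzyme at 10 nM met test compounds for 15 min at room temperature. Substrate addition (50 nM final) began the reaction, which was monitored by fluorescence at 0 and 10 min.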
JMJD2A Tudor inh: qHTS Assay for Inhibitors of JMJD2A-Tudor Domain. Lysine-specific demethylase 4A (Homo sapiens), O75164. AlphaScreen JMJD2A-Tudor / H3K4me3 peptide binding. Potency, µM (doses to about 114 µM), for inactives: top-dose activity change, negative = inhibition, most hits filed as inhibitors. actives 4.4% (n = 390,000). AID 504339, 2011; note: % is set by controls: 0 for no effect and ±100 for the full control effect; nearly all actives have a fitted effect of over 50% in size
Target sequence (O75164 whole entry, looked up, the tested form may be a part): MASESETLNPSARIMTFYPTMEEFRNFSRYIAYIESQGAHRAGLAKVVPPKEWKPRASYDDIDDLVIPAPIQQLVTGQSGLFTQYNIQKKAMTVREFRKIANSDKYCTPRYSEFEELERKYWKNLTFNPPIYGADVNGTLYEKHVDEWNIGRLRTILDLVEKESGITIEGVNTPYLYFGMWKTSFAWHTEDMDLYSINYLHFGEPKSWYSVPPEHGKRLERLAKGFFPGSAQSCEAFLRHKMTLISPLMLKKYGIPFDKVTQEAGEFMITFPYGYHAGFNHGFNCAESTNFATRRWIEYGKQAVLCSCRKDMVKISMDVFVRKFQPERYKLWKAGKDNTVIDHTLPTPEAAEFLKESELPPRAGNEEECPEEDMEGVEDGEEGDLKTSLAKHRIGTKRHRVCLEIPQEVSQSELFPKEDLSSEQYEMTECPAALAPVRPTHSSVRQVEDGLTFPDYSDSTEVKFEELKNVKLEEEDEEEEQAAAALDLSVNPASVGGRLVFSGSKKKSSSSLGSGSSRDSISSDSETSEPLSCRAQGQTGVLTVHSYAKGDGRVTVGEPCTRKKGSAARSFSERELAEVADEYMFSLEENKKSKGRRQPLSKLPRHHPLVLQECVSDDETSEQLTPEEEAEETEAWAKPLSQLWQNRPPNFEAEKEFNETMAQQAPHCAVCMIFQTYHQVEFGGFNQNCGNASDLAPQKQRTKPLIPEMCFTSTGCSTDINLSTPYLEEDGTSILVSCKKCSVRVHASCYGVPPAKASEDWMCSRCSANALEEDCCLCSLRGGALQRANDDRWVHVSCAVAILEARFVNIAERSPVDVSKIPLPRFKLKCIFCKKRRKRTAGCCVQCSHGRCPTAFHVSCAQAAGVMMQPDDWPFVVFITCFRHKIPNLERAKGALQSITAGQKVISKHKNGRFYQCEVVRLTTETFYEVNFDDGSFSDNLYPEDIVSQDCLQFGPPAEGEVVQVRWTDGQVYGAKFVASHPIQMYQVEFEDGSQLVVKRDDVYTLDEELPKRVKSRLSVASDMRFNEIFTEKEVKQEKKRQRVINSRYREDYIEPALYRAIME
POLB inh: qHTS Assay for Inhibitors of DNA Polymerase Beta; P06746; Pol beta primer extension/strand displacement, fluorescence kinetic; Potency, µM (highest dose often 114 µM), for inactives: at the top dose activity change, negative = inhibition, actives largely listed as inhibitors; actives 1.3% (n = 340,000); AID 485314, 2010; note: % is set by controls: 0 for no effect and ±100 for the full control effect
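Homogeneous kinetic assay of primer extension and strand displacement by 10 nM Pol beta, preincubated 15 min at room temperature with compound before 50 nM substrate (final) was added. Read at 0 and 10 min; four-parameter Hill fit.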
Numbers without * were called inactive; u = inconclusive; x = no result given; & = joins results of further samples; [ ] = remark or other dose. Calls come from the whole dose curve; as a rule, active = well fitted curve in the direction sought with a large enough effect; inconclusive = small, poorly fitted or top-dose-only effect, or another doubt; inactive = no such curve, though single readings can be large; an effect the other way counts as inactive or inconclusive. Potency is the fitted concentration of half-maximal effect. An excerpt. The share of hits here may be higher or lower than overall.

SMILES	APEX1 inh	BAZ2B block	BLM inh	Pol eta inh	POLI inh	G9a block	POLK inh	JMJD2A Tudor inh	POLB inh
Nc1ncnc(NC2CCS(=O)(=O)C2)c1[N+](=O)[O-] (configuration not stated)	0%	0%	-1%	-27%	117%[activator]	4%	-16%	-8%	0%
COC(=O)c1nnn(-c2ccc(F)c(Cl)c2)c1C(=O)OC	0%	0%	-2%	-15%	67%[activator]	u	1%	1%	2%
Cc1c2cnn(CC(=O)N3CCCCC3)c(=O)c2c(C)n1Cc1ccc(F)cc1	x	-1%	-2%	-4%	-2%	8%[59 µM]	-4%	-16%	35%
O=C(Nc1ccc2c(c1)CN(Cc1ccco1)CC2)C1CCCO1 (configuration not stated)	27%	-1%	-16%	-15%	46%[activator]	84%[activator]	-17%	-4%	2%
Cc1cc(C(=O)COc2ccc3ccc(=O)oc3c2)c(C)n1C	10%	u	-1%	7%	20%	-32%	-3%	-12%[11.4 µM]	47%
CC(Sc1ncc(C(F)(F)F)cc1Cl)C(=O)NCC1CCCO1 (configuration not stated)	u	14%	-3%	0%	105%[activator]	-26%	-7%	1%	0%
CC(NC(=O)CC1Sc2ccccc2NC1=O)c1ccccc1 (configuration not stated)	-3%	23%	-1%	-9%	46%[activator]	-6%	0%	-2%	7%
CC(=O)N1CCC2(CC1)CN(Cc1cc(C(F)(F)F)cc(C(F)(F)F)c1)C2	5%	x	2%	x	x	-10%[12.7 µM]	-10%[60.1 µM]	x	x
Cc1cc(NC(=O)c2cnn(-c3ccccc3)c2-n2cccc2)ccc1Br	x	-36%	-7%	u	u	-3%[59 µM]	-12%	-2%	-10%
CN1C(=O)CSC1=Nc1cccc(Cl)c1	25%	-5%	-1%	-16%	5%	33%	-9%	-6%	-21%
CCOC(=O)/C(C#N)=C/c1ccc(SC)cc1	7%	-7%	-9%	-3%	33%[activator]	-3%[59 µM]	-27%	-7%	-7%
COc1ccccc1/C=C1\Oc2cc(OC(=O)N3CCOCC3)ccc2C1=O	2%	-9%	-1%	-9%	-20%	10%	-9%	-32%	-26%
CCOC(=O)c1ccc(NC(=O)C2CC(O)CN2S(=O)(=O)c2ccc(C)cc2)cc1 (configuration not stated)	42%	x	x	-1%	4%	x	1%	-8%	x
CCCCOc1ccc(C2/C(=C(/O)c3ccc4c(c3)CC(C)O4)C(=O)C(=O)N2CCCN2CCOCC2)cc1OC (configuration not stated)	58%[activator]	-20%	-8%	1%	22%	56µM*	-5%	u	4%
O=C(COC(=O)c1cc2c(s1)CCCC2)Nc1ccc(Cl)cn1	3%	7%	-2%	-2%	21%	u	7%	2%	-25%
Cc1cc(C)cc(C(=O)Nc2ccc(-c3nc4ncccc4o3)cc2)c1	x	-1%	-10%	u	-4%	u	-9%	-34%	14µM*
COc1cc(NC(=O)Cn2c(=O)ccc3cc(S(=O)(=O)N4CCCC4)ccc32)cc(OC)c1	x	-14%	-3%	-16%	4%	6%[59 µM]	-8%[60.1 µM]	-15%	1%
Cc1ccc(C)c(NC(=O)Cn2cc(C(=O)c3ccc(Cl)cc3)c(=O)c3ccc(C)nc32)c1	x	9%[57.1 µM]	-9%	1%	-12%	-8%[59 µM]	-5%	-11%	1%
COC(=O)c1[nH]c2cccc(OC)c2c1NC(=O)CCN1CCC(C)CC1	-2%	4%	0%	-10%	15%	-7%[59 µM]	-2%	-18%	6%
Cc1ccccc1OCC(=O)NNC(=O)CCc1ccccc1	0%	-14%	0%	-17%	7%	3%	-9%	-3%	-3%

An excerpt from above in order of heavy-atom count, rising:
SMILES	APEX1 inh	BAZ2B block	BLM inh	Pol eta inh	POLI inh	G9a block	POLK inh	JMJD2A Tudor inh	POLB inh
COC(=O)c1nnn(-c2ccc(F)c(Cl)c2)c1C(=O)OC	0%	0%	-2%	-15%	67%[activator]	u	1%	1%	2%
Cc1ccccc1OCC(=O)NNC(=O)CCc1ccccc1	0%	-14%	0%	-17%	7%	3%	-9%	-3%	-3%
CC(=O)N1CCC2(CC1)CN(Cc1cc(C(F)(F)F)cc(C(F)(F)F)c1)C2	5%	x	2%	x	x	-10%[12.7 µM]	-10%[60.1 µM]	x	x
COc1ccccc1/C=C1\Oc2cc(OC(=O)N3CCOCC3)ccc2C1=O	2%	-9%	-1%	-9%	-20%	10%	-9%	-32%	-26%
CCCCOc1ccc(C2/C(=C(/O)c3ccc4c(c3)CC(C)O4)C(=O)C(=O)N2CCCN2CCOCC2)cc1OC (configuration not stated)	58%[activator]	-20%	-8%	1%	22%	56µM*	-5%	u	4%

The list goes on.
SMILES	APEX1 inh	BAZ2B block	BLM inh	Pol eta inh	POLI inh	G9a block	POLK inh	JMJD2A Tudor inh	POLB inh
COc1cccc(CNc2ccc3c(c2)ncn3C)c1OC	9%	u	4%&1%	-17%&-9%	102%&11%[activator]	38%[59 µM]	-3%&-20%	u	10%&-7%
CCOC(=O)C1CCN(Cc2cc(C(C)C)c(O)c(C(C)C)c2)CC1	-3%	-22%	-1%	3%	41%[activator]	-37%	2%	-13%	-19%
COc1ccc(NC(=O)c2nnn(-c3ccc(C(C)C)cc3)c2C)c(OC)c1	x	-13%	-2%	-11%	9%	-5%[59 µM]	-7%	-9%	19%
COc1ccccc1CNc1ncnc2ccc(-c3ccoc3)cc12	-3%	x	-2%	x	x	-37%[0.501 µM]	-10%[60.1 µM]	x	x
CC(=O)c1cccc(NS(=O)(=O)c2cc3c(cc2C)NC(=O)CO3)c1	-9%	-3%	-2%	-7%	14%	2%	-9%	-8%	-26%
COc1cccc2c1C(=O)c1c(O)c3c(c(O)c1C2=O)CC(O)(C(=O)CO)CC3OC1CC(N(C)C)C(O)C(C)O1 (configuration not stated)	x	x	x	u	40µM*	x	u	u	x
CN(CC(=O)N1CCc2ccccc21)S(=O)(=O)c1ccc(Br)s1	5%	4%	-10%	-14%	-9%	24%	-1%	-12%	26%
Cc1nnc(N2CCN(C(=O)Nc3cc(F)ccc3F)CC2)c2nn(-c3ccc(Cl)cc3)c(C)c12	x	-14%	-9%	x	5%	5%[59 µM]	-19%	-30%	u
O=c1[nH]c2ccsc2c(=O)n1-c1ccc(F)c(Cl)c1	0%	12%	-1%	-17%	24%	-4%[2.33 µM]	-3%	-4%	19%
CCOC(=O)N1CCN(C(=O)c2cn(CC)c3ccc(S(=O)(=O)N4CC(C)CC(C)C4)cc3c2=O)CC1 (configuration not stated)	2%	0%	-9%	-2%	2%	7%	-5%	-12%	8%
CC1=C(C(=O)Nc2cc(C(=O)N3CCC(C)CC3)ccc2C)SCCO1	-1%	-21%	0%	-2%	19%	-9%	-3%	-21%	19%
CCCn1nnnc1SCC(=O)NCc1ccc(OC)cc1	12%	15%	-1%	0%	-1%	-2%[59 µM]	-10%	4%	-2%
CC(=O)Nc1ccc(NC(=O)C(C)OC(=O)CCc2c[nH]c3ccccc23)cc1 (configuration not stated)	-7%	-24%	x	-10%	13%	u	-15%	-15%	x
Cc1ccccc1CC(=O)NC1CCCCCC1	-6%	12%	-11%	-3%	24%	x	16%	-15%	2%
Cc1nnc(SCC(=O)N2CCN(c3ccccc3)CC2)n(N)c1=O	-1%	x	-2%	-10%	-27%	12%	-1%	-2%	59%
Cc1ccccc1CC1(CO)CCCN(C(=O)CCN2CCCO2)C1 (configuration not stated)	40%	-2%	1%	3%	32%[activator]	-20%	7%	-10%	36%
CC(C)C(=O)Nc1cccc(-c2cnc3ccccc3n2)c1	1%	-3%	1%	-10%	45%	1%	-4%	-11%	6%
CCc1ccc(NC(=O)N(C2CCC(C)CC2)C2CCN(C(C)=O)CC2)cc1 (configuration not stated)	-10%	7%	1%	-1%	1%	-25%[59 µM]	-13%	-11%	84%
CN(Cc1ccccc1)S(=O)(=O)c1cccc(C(=O)O)c1	-7%	-27%	1%	-26%	64%[activator]	-7%[59 µM]	1%	10%	-3%
C=CCn1c(SCc2csc(C)n2)nc2sc3c(c2c1=O)CCCC3	5%	2%	-10%	-13%	58%[activator]	6%	-3%	1%	-28%
CCOC(=O)N1CCN(C(=O)COc2ccccc2Cl)CC1	-2%	4%	-10%	-11%	3%	21%[59 µM]	-7%	2%[57.1 µM]	11%
CCOC(=O)c1[nH]c2c(c1Cc1ccccc1OC)C(=O)CC(c1ccc(OC)cc1)C2 (configuration not stated)	x	-32%	-4%	-11%	18%	-28%[59 µM]	9%	-18%	1%
CNC(=S)N/N=C(\C)c1ccc(Cl)s1	2%	-38%	-5%	-6%	21%	-6%[59 µM]	-3%	-22%	2%
CCOc1cccc(C2C(C#N)=C(N)Oc3cc(C)oc(=O)c32)c1OCC (configuration not stated)	7%	-3%	-7%	-7%	11%	-42%	-17%	-15%	34%
O=S(=O)(c1ccc(Cl)cc1)n1c(Cc2ccccc2)nc2ccccc21	2%	-22%	2%	-11%	20%	u	4%	-9%	-26%
Cc1cccc(NC(=S)NCCC(C)C)c1	6%	-9%	3%	-5%	23%	-1%[59 µM]	-15%	-10%	-27%
CSCC[C@H](NC(=O)[C@H](Cc1ccccc1)n1c(=O)[nH]c2ccccc2c1=O)C(=O)N1CCC[C@@H]1C(=O)O	45%	-1%	1%	-3%	-23%	8%[12.7 µM]	-8%	-13%	19%
CNc1c([N+](=O)[O-])cnn1-c1ccc(Cl)cc1Cl	1%	12%	1%	-1%	11%	-31%[59 µM]	-3%	-12%	12%
COC(=O)/C(=C\C(=O)c1ccccc1)Nc1cccc(C(F)(F)F)c1	-1%	u	-2%	-2%	u	x	-2%	u	11%
CN(C)S(=O)(=O)c1ccc2c(c1)N(CC(=O)N1CCCCC1)CCS2	x	-6%	0%	4%	-2%	14%[59 µM]	-2%[60.1 µM]	-21%	12%
N#Cc1cn(-c2ccccc2)nc1-c1ccc2c(c1)OCCO2	-1%	10%	0%	-4%	26%	-33%[12.7 µM]	-8%	-5%	16%
Cc1c(Cl)cccc1Nc1sc(C(=O)c2ccccc2)c(N)c1S(=O)(=O)c1ccccc1	x	-29%	-7%	-16%	-1%	-33%[59 µM]	-15%	u	-1%

Screening results from PubChem.
